RSV CPE inhibition: inhibition of RSV-induced cytopathic effect – HEp-2 cells, primary 10 µM value included (AID 2391). HEp-2 cells, RSV-induced CPE inhibition; higher % means a stronger effect. CPE inhibition, % at 10 µM, or IC50 in µM where a hit was titrated. actives 0.13% (n = 310,000); in the data active = a potency from the dose series; inconclusive = CPE inhibition mostly from about 23% at the one dose, without a potency; inactive = the rest, 99 in 100 with CPE inhibition below about 21%; note: strong numbers were not always called active
PhoP inhibition: PhoP-dependent GFP reporter repression – Salmonella Typhimurium, primary screen (AID 1863). one-dose inhibition, % at 50 µM; IC50 in µM for titrated hits. actives 0.16% (n = 300,000). S. Typhimurium PhoP-regulated promoter GFP reporter, 4 h; higher % means a stronger effect;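 active = inhibition over 29.93%, a cutoff 3 SD above the screen mean, later confirmed by dose response; inconclusive = inhibition over 29.93% but no dose response follow-up; inactive = inhibition at most 29.93% or unconfirmed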;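 note: 0% = low Mg2+ inducing control and 100% = high Mg2+ repressing control; strong numbers were not always called active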
MgcRacGAP inhibition: MgcRacGAP GTPase-activating activity inhibitors, confirmation, biochemical, ADP Hunter fluorescence | MgcRacGAP-stimulated Rac1 GTP hydrolysis, ADP Hunter fluorescence; higher % means a stronger effect; GST-tagged Rac1 F28L mutant substrate | one-dose inhibition, % at 30 µM; IC50 in µM for titrated hits | actives 0.6% (n = 340,000) | AID 624330;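 active = first-screen hits whose inhibition reached a set limit at any dose in the follow-up dose series; inconclusive = inhibition above the set first-screen limit but never retested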;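 note: fluorescence reports GDP produced by GAP-driven GTP hydrolysis; strong numbers were not always called active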
West Nile antiviral: inhibition of WNV-induced cytopathic effect – cell-based, CPE readout (AID 1621); one-dose CPE inhibition, % at 10 µM; IC50 in µM for titrated hits; West Nile virus-infected cells, CPE inhibition; higher % means a stronger effect; actives 0.02% (n = 290,000); in the data active = a potency from the dose series; inconclusive = CPE inhibition mostly from about 3.7% at the one dose, without a potency; inactive = the rest, 99 in 100 with CPE inhibition below about 2.2%; note: strong numbers were not always called active
CSM14.1 death rescue: rescue of cells from ER stress-induced death, primary screen, 384-well, CSM14.1, thapsigargin, ATP luminescence (AID 1222); CSM14.1 thapsigargin-induced death rescue, ATP luminescence; higher % means a stronger effect; cellular ATP content (survival), % at 20 µM; hits with a dose series show EC50 in µM; 190,000 tested, under 10 active;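 active = EC50 below 50 µM in the dose-response confirmation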;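 note: death triggered by thapsigargin at about 15 µM added after 2 h compound pretreatment; cell ATP read after overnight thapsigargin exposure of roughly 18 to 22 hours; normalized against plate controls of thapsigargin alone and 5% DMSO vehicle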
SV40 large T antigen: TAg ATPase/helicase activity blockers – biochemical (AID 1903); actives 0.39% (n = 310,000); inhibition, % at 20 µM, or IC50 in µM where a hit was titrated; SV40 large T antigen ATPase/helicase inhibition assay; higher % means a stronger effect; in the data active = a potency from the dose series; inconclusive = inhibition mostly from about 32% at the one dose, without a potency; inactive = the rest, 99 in 100 with inhibition below about 32%; note: strong numbers were not always called active
LYP phosphatase: PTPN22 lymphoid phosphatase activity blockers – biochemical, fluorescence intensity, uHTS (AID 1779); recombinant LYP phosphatase, fluorescence intensity; higher % means a stronger effect; inhibition, % at 11.5 µM; hits with a dose series show IC50 in µM; actives 0.054% (n = 290,000); in the data active = inhibition above about 50%;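 note: plate controls were vehicle with enzyme for no effect and no enzyme for full effect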
GPR35 antagonists: GPR35 antagonists blocking zaprinast-driven arrestin recruitment, primary screen, imaging, U2OS, beta-arrestin-GFP, zaprinast agonist (AID 2058) | U2OS GPR35 beta-arrestin-GFP translocation imaging, zaprinast antagonism; higher % means a stronger effect | one-dose inhibition, % at 10 µM; IC50 in µM for titrated hits | actives 0.052% (n = 290,000);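 active = inhibition of at least 50% with at least 30 cells and total cytoplasm GFP at most 10,000,000; inconclusive = under 30 cells or total GFP of 10,000,000 plus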
NS5 inhibitors: flavivirus cap methylation enzyme inhibition – biochemical, confirmation dose response, primary screen (AID 588689) | Dengue-2 NS5 methyltransferase capping enzyme assay, biochemical; higher % means a stronger effect | one-dose inhibition, % at 25 µM; IC50 in µM for titrated hits | actives 0.3% (n = 340,000); in the data active = a potency from the dose series; inconclusive = inhibition above about 29% without an active follow-up result
NS5 inhibitors pilot replicate: second read-out of NS5 inhibitors, no call of its own (marks repeat the call); inhibition, %; measured here: pilot screen replicate inhibition
An asterisk follows results filed as active; u = inconclusive; x = not tested or not shown.

SMILES	RSV CPE inhibition	PhoP inhibition	MgcRacGAP inhibition	West Nile antiviral	CSM14.1 death rescue	SV40 large T antigen	LYP phosphatase	GPR35 antagonists	NS5 inhibitors	others
CCC1NC(C(=O)O)Cc2c1[nH]c1ccccc21 (centres undefined)	x	-2%	-18%	x	x	9%	x	x	4%
Cc1ccc(-n2c(SCC(=O)Nc3cc(C)on3)nc3c([nH]c4ccccc43)c2=O)cc1	5.2%	-2%	6%	x	-0.7%	2%	-5%	0%	-7%
COc1cccc(NC(=O)Nc2ccc3nc(C)c(C)nc3c2)c1	-1.7%	4%	6%	-1.2%	x	8%	-1%	-7%	-2%
O=c1cc(O)c2c(=O)n(C3CCCCC3)c3ccccc3c2o1	3.7%	-19%	0%	0.2%	-0.8%	23%	10%	0%	-1%	NS5 inhibitors pilot replicate=-1.2
COc1cccc(N2C(=NC(=O)c3ccccc3)SC3CS(=O)(=O)CC32)c1 (centres undefined)	0.6%	10%	11%	-0.6%	x	15%	-6%	-17%	4%
CC1CCN(C(=O)C2CCN(S(=O)(=O)c3ccc4c(c3)CC(C)N4C(=O)C3CC3)CC2)CC1 (centres undefined)	21%	-5%	4%	-0.4%	x	12%	-4%	-11%	1%
O=C(Oc1cccc(NC(=O)c2cccs2)c1)c1cccc(S(=O)(=O)N2CCCC2)c1	1.1%	-26%	7%	-0.5%	3.7%	30%	5%	-11%	3%
CCCCCN(C(=O)CCC(=O)OCc1ccccc1C)c1c(N)n(CCCC)c(=O)[nH]c1=O	-1.9%	-5%	-2%	x	x	27%	x	x	-10%
O=C(CCN=C1NS(=O)(=O)c2ccccc21)OCC(=O)c1ccc(F)cc1	1.8%	-8%	2%	x	x	22%	x	x	0%
CC(C)(C)n1nnnc1CN1CCSCC1	0.9%	17%	8%	0.1%	-3.4%	0%	-2%	7%	-6%
COc1cc(C(=O)NC(=S)N2CCCCCC2)cc(OC)c1OC	5.0%	-9%	13%	0.2%	-0.5%	-5%	-2%	-4%	-3%
CCCOc1ccc(C(=O)CCC(=O)OCC(=O)N2CC(=O)Nc3ccccc32)cc1	1.5%	31%	7%	0.6%	6.9%	3%	-6%	-6%	-3%
CCn1c(=O)cc(OCC(=O)Nc2cccnc2)c2ccccc21	-1.3%	0%	6%	0.6%	-1.9%	10%	-10%	-10%	0%
CCc1ccc(OCC(=O)NCc2ccco2)c(Br)c1	4.6%	-3%	1%	-0.5%	3.4%	14%	0%	6%	-3%
COc1ccc(C2CC(=O)C(C=NCCN3CCN(C(=S)Nc4ccccc4)CC3)=C(O)C2)cc1 (centres undefined)	-0.4%	-6%	4%	0.2%	x	8%	-6%	10%	0%
Cc1cccc(N2CCN(C(=O)c3ccc4c(c3)c(C)c(C)n4C)CC2C)c1 (centres undefined)	11%	10%	-37%	0.6%	x	-6%	-6%	30%	-9%
COc1ccc(-c2nc(N)n(C(=O)c3ccco3)n2)cc1	1.9%	-5%	8%	0.7%	-0.6%	4%	-4%	-6%	-2%
O=C(CNC(=S)N(Cc1ccc(F)cc1)C1CCCCC1)NCC1CCCO1 (centres undefined)	-2.0%	-3%	-1%	u	-0.6%	3%	-4%	-17%	0%
COc1ccc(CCNC(C)=O)cc1	3.7%	2%	13%	-0.2%	-0.1%	1%	-7%	6%	9%
Cc1c(Br)c([N+](=O)[O-])nn1CCCC(=O)NC(C)c1ccccc1 (centres undefined)	1.9%	-1%	9%	0.0%	-1.1%	17%	-5%	0%	-3%
CCc1nnc(SCC(=O)Nc2ccc(N3CCN(S(C)(=O)=O)CC3)cc2)o1	0.4%	-2%	2%	-0.7%	x	9%	-6%	-18%	-4%
CCN(c1cccc(C)c1)c1ncnc2nc[nH]c12	2.9%	-3%	3%	1.2%	-1.0%	17%	-3%	-1%	-2%
Cc1cc(C)n(CCNC(=O)C2CCC(=O)N(CCc3cccc(F)c3)C2)n1 (centres undefined)	1.3%	-4%	7%	1.4%	x	5%	-1%	4%	-9%
COc1ccccc1N(CC(=O)NC(C)(C)C)S(=O)(=O)c1cccs1	1.2%	-9%	1%	-0.7%	-1.9%	-4%	-2%	6%	-2%
CCCCc1c(O)cc(C)[nH]c1=O	0.1%	1%	4%	-0.3%	x	-7%	-9%	20%	-7%
CC(=O)Nc1cc2c(cc1NC(=O)Cn1nc(-c3ccccc3)ccc1=O)OCCO2	0.3%	4%	7%	0.8%	x	-18%	-4%	14%	-3%
COc1cccc(-n2nnc3c(=O)n(Cc4ccccc4F)cnc32)c1	0.2%	3%	5%	-0.4%	-1.0%	2%	-6%	8%	5%
CC(C)Cn1c(N)c(C(=O)COC(=O)/C=C/c2ccccc2)c(=O)n(C)c1=O	-1.0%	3%	1%	x	x	0%	x	x	-7%
CC(=O)Nc1ccccc1C(=O)C(=O)Nc1cccc(Br)c1	0.3%	-1%	15%	-0.6%	1.1%	-8%	-1%	3%	1%
Cc1ccc(-n2nc(C)c3c2NC2=C(C(=O)CC(C)(C)C2)C3c2ccccc2OCC(=O)O)cc1 (centres undefined)	3.6%	-1%	8%	-0.3%	0.7%	10%	3%	-3%	1%
CCn1cc(S(=O)(=O)N2CCc3ccccc3C2)cn1	1.2%	-3%	7%	-0.1%	x	-2%	-9%	0%	7%
COc1ccccc1Nc1nc(-c2ccccc2)nc2ccccc12	18%	-13%	9%	-0.5%	-2.4%	0%	-2%	14%	4%
O=C1c2cc(F)ccc2OC2(CCNCC2)C12CC(c1ccccc1)=NO2 (centres undefined)	-0.3%	-9%	7%	-0.2%	x	-2%	-10%	9%	-4%
O=C(CCCn1c(SCC(=O)NCC2CCCO2)nc2ccccc2c1=O)NCc1ccccc1 (centres undefined)	0.3%	-3%	3%	-0.2%	-0.7%	10%	-6%	13%	-8%
CC1(C)C2CCC1(CS(=O)(=O)Nc1ccc(S(=O)(=O)N3CCCC3)cc1)C(=O)C2 (centres undefined)	2.5%	11%	6%	-0.7%	-0.4%	0%	-1%	21%	-2%
CCOC(=O)c1csc(NC(=O)C2CCCCC2)n1	2.1%	5%	-3%	-0.1%	x	0%	-1%	8%	1%
CN1C(=O)C2(C(C#N)=C(N)N(c3cc(Cl)cc(Cl)c3)C3=C2C(=O)CC(C)(C)C3)c2ccccc21 (centres undefined)	1.3%	0%	13%	-0.5%	-1.6%	7%	0%	18%	1%
N#C/C(=C\c1cccnc1)C(=O)Nc1ccc(Cl)cc1	1.0%	4%	20%	0.0%	x	14%	-13%	0%	-10%
O=C(COC(=O)c1cccc(S(=O)(=O)N2CCc3ccccc32)c1)Nc1ccc(Cl)cn1	2.2%	-10%	-5%	0.3%	4.5%	19%	6%	-4%	4%
Cc1cc(CNC(=O)CCc2nnc(CCCCc3ccccc3)o2)nn1C	2.1%	5%	7%	0.4%	3.1%	-1%	-8%	4%	1%
CCn1c(=O)cc(OCC(=O)N2CCN(C(=O)c3ccco3)CC2)c2ccccc21	-1.9%	-3%	7%	1.6%	-2.1%	0%	-5%	-7%	4%
CN(C(=O)COC(=O)C1CCN(S(=O)(=O)c2c(Cl)cccc2Cl)CC1)C1CCCCC1	0.3%	-4%	1%	x	x	11%	x	x	-1%
Cc1c(/C=N/NC(N)=O)c2ccccn2c1C(=O)c1ccc(F)cc1	14%	6%	24%	-0.1%	-5.4%	14%	-13%	7%	-5%
COc1cc(NS(=O)(=O)c2ccc(N=Cc3c(C)[nH]n(-c4ccccc4)c3=O)cc2)nc(OC)n1	0.0%	-12%	0%	-0.1%	-2.7%	14%	5%	15%	3%
CCC(C)n1cnc2c(c1=O)c1nc3ccccc3nc1n2Cc1ccc2c(c1)OCO2 (centres undefined)	x	-9%	x	0.1%	2.5%	13%	-1%	11%	x
O=C(O)c1ccc(CS(=O)(=O)c2cccc(C(F)(F)F)c2)o1	1.1%	-4%	1%	-0.3%	5.8%	5%	-6%	10%	-10%
CC(NC(=O)c1ccccc1C(=O)O)c1ccc(-n2ccnc2)cc1 (centres undefined)	0.4%	-4%	7%	0.2%	x	1%	-4%	-4%	-7%	NS5 inhibitors pilot replicate=0.6
O=C(OCC(=O)N1CCCCC1)c1cc2ccccc2cc1O	2.1%	-11%	10%	0.2%	-0.6%	10%	2%	2%	-7%
O=C(Nc1ccc(F)cc1)N1CCC(c2nc3c(nnn3Cc3cccc(Cl)c3)c(=O)[nH]2)CC1	7.9%	-5%	12%	1.6%	1.3%	9%	0%	7%	-3%
Cc1ccc(S(=O)(=O)N[C@H](C(=O)N2CCC(C(=O)N[C@@H](CC(=O)O)C(=O)O)CC2)C(C)C)cc1	x	5%	3%	-0.4%	x	15%	-7%	-8%	-1%
COc1ccc(NS(=O)(=O)c2ccc(S(=O)(=O)N(C)C)cc2)cc1S(N)(=O)=O	-0.4%	2%	8%	0.3%	-0.2%	13%	3%	2%	2%
O=C(N/N=C/c1cn(Cc2ccccc2)c2ccccc12)c1ccncc1	-3.3%	-7%	3%	0.8%	-3.8%	14%	3%	-10%	-5%
C[C@H](NC(=O)c1cc2cc(Cl)ccc2n1C)C(=O)N1CCC(C(=O)O)CC1	0.4%	8%	8%	0.9%	x	3%	-8%	-9%	-2%
COc1ccnc(Oc2ccc3ccccc3c2)c1C#N	1.2%	24%	0%	x	1.5%	-2%	-7%	14%	-1%
O=C(NCCN1CCOCC1)C1CCC(=O)N1C1CCCCC1 (centres undefined)	-0.7%	1%	1%	0.0%	5.2%	2%	-9%	-2%	-1%
Cc1c(N(C)S(=O)(=O)c2cc(C(=O)Nc3ccccn3)ccc2Cl)c(=O)n(-c2ccccc2)n1C	-0.1%	6%	1%	x	x	8%	x	x	0%
CCCNC(=O)C(=O)N/N=C/c1cccs1	7.4%	2%	4%	0.2%	2.3%	6%	-1%	-10%	1%
